Vif-APOBEC3F blk: blocks the Vif interaction with APOBEC3F. HeLa A3F-eYFP + Vif (tagged APOBEC3F with the HIV-1 protein that degrades it), YFP fluorescence increase. AID 602313. 0.2% of 390,000 active. Potency, µM (highest dose often 46.1 µM), for inactives: top-dose activity, negative = active; further: potency means the concentration at half of the fitted maximal effect; % of control where 0% means no effect; nearly all actives have a fitted effect of over 65% in size
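HeLa cells stably expressing Vif plus C-terminally eYFP-tagged A3F were seeded, incubated overnight at 37 deg C, dosed with compound, incubated overnight again at 37 deg C. Yellow fluorescence (Ex 488/Em 500-530) reported blocked Vif-mediated A3F-eYFP degradation.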
TrxR1 substrate: substrates of rat thioredoxin reductase 1; purified TrxR1 substrate turnover, NADPH consumption readout; O89049; AID 588456; Potency, µM (top dose mostly 114 µM), for the others: at the highest dose activity change, negative = substrate turnover; 0.01% of 390,000 active; further: potency means the concentration at half of the fitted maximal effect; on the % scale 0 is the no-effect control and ±100 the full control effect; nearly all actives have a fitted effect of over 50% in size
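Rat TrxR1, dispensed at 90 nM, was prereduced with 400 uM NADPH (final) for 5 min at ~22 deg C, then incubated with compound 15 min before 400 uM selenite. A first-read NADPH fluorescence drop versus no-compound background flagged substrates.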
mIDH1 inhibitor: blocks human mutant IDH1 R132H enzyme. 0.093% of 390,000 active. IDH1-R132H enzyme, NADPH consumption, diaphorase/resazurin fluorescence. Potency, µM (top dose mostly 76.6 µM), without a hit: at the top dose activity change, negative = inhibition, most hits filed as inhibitors. AID 602179; further: potency means the concentration at half of the fitted maximal effect; on the % scale 0 is the no-effect control and ±100 the full control effect; nearly all actives have a fitted effect of over 65% in size
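IDH1-R132H (0.5 ug/mL) preincubated 30 min with compound, then NADPH (0.016 mM) and alpha-KG (2 mM) added; 80 min at RT, pH 7.5. Remaining NADPH coupled via diaphorase/resazurin to fluorescence (540/590 nm); concentration-response curves normalized to no-enzyme control.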
RXFP1 ag: activates the human relaxin receptor RXFP1 | Q9HBX9 | HEK293T-RXFP1 cAMP TR-FRET, 30 min; response scale: percent of porcine relaxin response, buffer zero | Potency, µM (titrated, usually from 57.5 µM), for inactives: at the top dose activation, actives largely listed as activators | 0.3% of 370,000 active | AID 2676; further: potency means the concentration at half of the fitted maximal effect; on the % scale 0 is the no-effect control and ±100 the full control effect; nearly all actives have a fitted effect of over 60% in size; many of its hits are not listed in these tables
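HEK293T cells stably expressing RXFP1 were pretreated with the PDE4 inhibitor Ro 20174, exposed to compounds for 30 min at 37C, lysed, and cAMP was read by TR-FRET. Data normalized to buffer (basal) and 29 nM porcine relaxin (100%).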
LDHA block: blocks human lactate dehydrogenase A; activity change, % (values are at about 110 or 230 µM); 0.15% of 480,000 active; P00338; purified LDHA, NADH/diaphorase-resazurin fluorescence; stronger effect = lower value; in the data active means activity change below about -30%; inconclusive means mostly about -25% to -30%;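 further: plate controls were DMSO wells for no effect and wells without enzyme for full effect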
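Enzyme activity of human lactate dehydrogenase 5 (2 nM; 0.06 mM NADH, 0.2 mM pyruvate, 5 min, RT) is measured via a resazurin/diaphorase fluorescence readout of residual NADH.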
PI4K2A block: blocks human PI4K2A kinase activity; Q9BTU6; purified PI4K2A, ADP-Glo luminescence, 1 h; stronger effect = lower value; activity change, negative = inhibition, % at 76.9 µM; 0.13% of 420,000 active; AID 1346378; in the data active means activity change below about -50%; inconclusive means mostly about -30% to -49%;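 further: -100% = wells without enzyme as full effect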
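In this quantitative HTS, ADP production by PI4K2A was quantified luminescently after 1 h at ambient temperature; 100 microM adenosine served as plate-quality control.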
GRP78 ERSR act: inducers of ER stress response in human glioma cells. U87-MG GRP78 promoter luciferase reporter, 16 h. Potency, µM, inactives show at the highest dose activation, most hits filed as activators. 0.02% of 420,000 active. AID 602332; further: potency means the concentration at half of the fitted maximal effect; series mostly up to about 76 µM; % of control where 0% means no effect; nearly all actives have a fitted effect of over 35% in size
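ERSR induction read as luciferase luminescence (Bright-Glo, 10 min at room temperature) in stably transfected human U87-MG glioma cells exposed to compounds for 16 h, using GRP78 as sensor.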
USP1-UAF1 inh: USP1/UAF1 (human) deubiquitinase inhibition; O94782; recombinant USP1/UAF1, Ub-Rhodamine cleavage fluorescence; Potency, µM (top dose mostly 57.1 µM), for the others: at the highest dose activity change, negative = inhibition, usual class: inhibitors; 0.23% of 390,000 active; further: potency means the concentration at half of the fitted maximal effect; on the % scale 0 is the no-effect control and ±100 the full control effect; nearly all actives have a fitted effect of over 60% in size; inactives centre near -12
Target sequence (O94782 whole entry, looked up): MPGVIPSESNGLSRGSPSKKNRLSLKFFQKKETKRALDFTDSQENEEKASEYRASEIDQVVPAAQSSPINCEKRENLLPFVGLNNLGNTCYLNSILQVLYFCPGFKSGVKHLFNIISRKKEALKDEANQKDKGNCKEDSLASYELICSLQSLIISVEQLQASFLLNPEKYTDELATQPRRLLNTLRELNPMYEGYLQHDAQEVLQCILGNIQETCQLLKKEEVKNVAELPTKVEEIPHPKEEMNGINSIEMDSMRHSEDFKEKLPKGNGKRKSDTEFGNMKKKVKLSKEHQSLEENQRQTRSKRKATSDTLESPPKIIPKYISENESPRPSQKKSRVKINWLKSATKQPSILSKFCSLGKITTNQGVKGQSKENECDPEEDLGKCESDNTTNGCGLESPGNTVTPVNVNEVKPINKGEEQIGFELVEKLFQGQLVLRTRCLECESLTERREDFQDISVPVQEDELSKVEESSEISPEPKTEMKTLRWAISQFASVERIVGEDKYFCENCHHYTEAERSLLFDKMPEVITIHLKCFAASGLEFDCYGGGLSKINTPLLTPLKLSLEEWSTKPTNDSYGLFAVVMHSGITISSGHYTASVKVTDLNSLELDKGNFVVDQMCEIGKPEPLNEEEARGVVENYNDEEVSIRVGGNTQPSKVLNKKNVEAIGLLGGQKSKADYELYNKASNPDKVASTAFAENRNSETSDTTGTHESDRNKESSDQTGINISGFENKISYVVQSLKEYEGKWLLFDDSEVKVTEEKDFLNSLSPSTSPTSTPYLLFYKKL
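USP1/UAF1 complex (1 nM) preincubated 15 min at room temperature with compound, then Ub-Rho substrate (150 nM final) added. Kinetic fluorescence at 480/540 nm over 6 reads at 60 s intervals; 50 mM HEPES pH 7.8, 0.5 mM EDTA, 0.1 mg/ml BSA, 1 mM TCEP, 0.01% Tween-20.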
Vif-A3G inh: blocks the Vif interaction with human APOBEC3G; HeLa A3G-eYFP + Vif (tagged APOBEC3G with the HIV-1 protein that degrades it), YFP fluorescence, overnight; Potency, µM (doses to about 46.1 µM), for the others: top-dose activity, negative = active, usual class: inhibitors; 0.076% of 410,000 active; Q9HC16;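 further: potency means the concentration at half of the fitted maximal effect; on the % scale 0 is the no-effect control and ±100 the full control effect; nearly all actives have a fitted effect of over 60% in size; hits raise eYFP signal because A3G escapes Vif-driven loss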
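Read-out is eYFP fluorescence (Ex 488/Em 500-530) from Vif-expressing HeLa A3G-eYFP cells; more signal means A3G escaped Vif-mediated degradation. Cells plated overnight, compound pinned in, incubated overnight at 37 deg C.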
Starred values were filed as active, the others as inactive; ? = inconclusive; nt = not tested or not shown; [ ] = another dose, or the depositor's remark. Unless noted, the call rests on the fitted dose curve; in most records, active means well fitted curve in the direction sought with a large enough effect; inconclusive means small, poorly fitted or top-dose-only effect, or another doubt; inactive means no such curve, though single readings can be large; an effect the other way counts as inactive or inconclusive. A portion of the library, so the mix of outcomes need not match the whole.

1. CNC(=O)CN1C(=O)c2cccc3cccc1c23
2. O=C1CC(c2ccccc2)Cc2[nH]c(=O)c(-c3nc(-c4cccc(Cl)c4)cs3)cc21 (configuration not stated)
3. CC(C)N1C(=O)CCC1C(=O)N1CCN(c2ccc(F)cc2)CC1 (configuration not stated)
4. Nc1nc(-c2ccccc2)[nH]c(=O)c1N=O
5. CC(=O)Nc1ccc(S(=O)(=O)N2CCN=C2SCc2ccc(C)cc2)cc1
6. O=C(/C=C/c1cccc(Cl)c1)NCCCN1CCOCC1
7. COc1ccc(C(=O)Nn2cnnc2)c(OC)c1
8. CCCCN(CC)C(=O)CCCn1c(=O)c2cccn2c2ccccc21
compound no. | 1 | 2 | 3 | 4 | 5 | 6 | 7 | 8
Vif-APOBEC3F blk | -1% | -1% | -10% | -1% | 1% | 1% | -5% | 2%
TrxR1 substrate | 4% | 6% | -9% | -9% | 0% | -3% | -1% | 14%
mIDH1 inhibitor | 2% | -7% | -4% | 7% | 8% | -10% | 7% | 16%
RXFP1 ag | 0.8% | 4.4% | 2.9% | 3.3% | 2.1% | 0.1% | 0.0% | 0.7%
LDHA block | -1 | -14 | -1 | 2 | -1 | -4 | 0 | -5
PI4K2A block | -14 | 3 | 4 | -5 | -3 | 3 | 2 | 3
GRP78 ERSR act | 2% | -4% | -4% | 3% | 4% | 1% | -6% | -3%
USP1-UAF1 inh | -11% | -22% | -20% | -21% | -27% | -13% | -8% | -9%
Vif-A3G inh | 0% | ? | -1% | -8% | -8% | 2% | -3% | 3%

9. CCCCCCN1C[C@@H](O)[C@H](n2cc(C3CC3)nn2)C[C@@H]1c1ccc(Cl)cc1
10. CCc1ccc(CN2CCCC(C(=O)N3CCCCC3)C2)cc1 (configuration not stated)
11. CCOc1ccc(NC(=O)CSc2nnc(C3CC3)n2C2CC2)cc1
12. C[C@@H]1CN([C@@H](C)CO)C(=O)CCCn2cc(nn2)CO[C@H]1CN(C)C(=O)CCCN(C)C
13. Cc1nc2ccccc2c(=O)n1NC(=O)CCC(=O)O
14. O=S(=O)(c1ccc2ccccc2c1)N1CCc2ccccc21
15. COc1ccc(-c2[nH]ncc2CN(C)CC2CCCCO2)cc1F (configuration not stated)
16. CC(=O)Nc1ccc(NC(=O)C(C)OC(=O)c2ccc(OCc3c(C)noc3C)cc2)cc1 (configuration not stated)
compound no. | 9 | 10 | 11 | 12 | 13 | 14 | 15 | 16
Vif-APOBEC3F blk | 4% | 10% | -16% | 2% | 15% | 3% | 0% | -2%
TrxR1 substrate | nt | -3% | -1% | nt | 3% | -7% | 8% | 3%
mIDH1 inhibitor | 3% | 0% | 6% | -2% | -11% | 0% | 2% | 5%
RXFP1 ag | nt | -1.9% | 1.0% | nt | 2.4% | 0.8% | 3.9% | -0.5%
LDHA block | 2 | -21 | -4 | 1 | -1 | -1 | 2 | 4
PI4K2A block | 4 | -5 | -3 | 2 | -16 | 0 | -7 | -3
GRP78 ERSR act | -2% | -1% | -1% | 0% | -3% | 1% | 0% | -2%
USP1-UAF1 inh | -30% | 1% | -18% | -4% | -12% | -24% | -6% | -14%
Vif-A3G inh | -11% | -2% | 1% | 0% | 6% | -1% | -1% | 2%

Taken from above.
PI4K2A block with cpd 12 is entered as 2
USP1-UAF1 inh with cpd 1 is entered as -11%
Vif-APOBEC3F blk with cpd 13 is entered as 15%
USP1-UAF1 inh with cpd 6 is entered as -13%
Vif-A3G inh with cpd 11 is entered as 1%

(next part)
17. COc1cc(OC)c(OC)cc1/C=C/c1nc2cc3ccccc3cc2c(=O)n1-c1ccccc1Br
18. CC(=O)Nc1nc2cc3c(cc2s1)OCO3
19. O=C(c1ccc(Cl)c(S(=O)(=O)NCc2ccccc2)c1)N1CCN(c2ccccn2)CC1
20. CCc1sc(C(=O)Nc2ccc(N3CCOCC3)cc2)cc1C
21. O=C(c1ccc(-n2cccn2)cc1)N1CCc2c([nH]c3ccccc23)C1c1ccccn1 (configuration not stated)
22. COc1ccc2c(c1)C(C)CC(C)(C)N2C(=O)NC1CCCCC1 (configuration not stated)
23. Cn1nnnc1SCC(=O)Nc1cccc(S(=O)(=O)N2CCCCC2)c1
24. CN(Cc1ccccc1F)c1cc2c(c3c1ccn3C)C1CCC2O1 (configuration not stated)
compound no. | 17 | 18 | 19 | 20 | 21 | 22 | 23 | 24
Vif-APOBEC3F blk | 3% | 4% | 1% | -14% | 1% | -13% | 1% | nt
TrxR1 substrate | 7%[57.1 µM] | 3%[57.1 µM] | 8% | -2% | -5% | 13% | -6% | nt
mIDH1 inhibitor | -16% | 3% | 3% | 9% | 8% | 0% | 10% | nt
RXFP1 ag | 5.3% | 0.1% | 3.9% | nt | 0.5% | 0.5% | nt | nt
LDHA block | 3 | 2 | -6 | 3 | 3 | 11 | -2 | 9
PI4K2A block | 1 | -5 | -2 | 1 | 1 | -5 | 0 | -1
GRP78 ERSR act | -3% | -5% | -4% | 3% | -3% | 0% | -3% | -4%
USP1-UAF1 inh | -20% | -4% | -15% | -8% | 1% | -20% | -13% | nt
Vif-A3G inh | 0% | 3% | -29% | -1% | -11% | -1% | -1% | -30%

25. CCOC(=O)c1cnc2ccc(OC)cc2c1NCCc1ccccc1
26. CC(=O)OC1C2CCC1C([N+]1(C)CCCCC1)CC2 (configuration not stated)
27. C=CCn1c(COc2ccc(Cl)cc2)nnc1SCC(=O)N/N=C/c1cccc(O)c1
28. COCC(C)N1C(=O)Cc2c1nc(N)c1c(N)nc(N3CCN(c4ccccc4F)CC3)c(C#N)c21 (configuration not stated)
29. Cc1ccc(N(CC(=O)Nc2cc(C)cc(C)c2)S(=O)(=O)c2c(C)noc2C)cc1
30. O=C(NCCn1cc(SCc2ccc(F)cc2)c2ccccc21)c1ccccc1F
31. COc1ccc(-c2csc(C(C)(O)c3cccnc3)n2)cn1 (configuration not stated)
32. NC(=S)Nc1cc(Cl)ccc1Cl
compound no. | 25 | 26 | 27 | 28 | 29 | 30 | 31 | 32
Vif-APOBEC3F blk | nt | -9% | 10% | 0% | 2% | -2% | nt | -25%
TrxR1 substrate | 8% | 6%[57.1 µM] | 7%[57.1 µM] | 37%[activator] | 8% | 4%[57.1 µM] | nt | 3%
mIDH1 inhibitor | nt | -6% | -2% | -8% | 0% | 17% | nt | -4%
RXFP1 ag | 0.8% | 1.7% | -1.3% | 19% | -1.0% | 2.0% | nt | -1.9%
LDHA block | -2 | -34* | -4 | -10 | 1 | 0 | -2 | 0
PI4K2A block | -1 | -6 | 1 | ? | -7 | -7 | 3 | -2
GRP78 ERSR act | nt | 8% | -1% | -4% | -4% | -3% | 0% | -2%
USP1-UAF1 inh | ? | -17% | -22% | -19% | -25% | -11% | nt | -24%
Vif-A3G inh | nt | -4% | -2% | -1% | 0% | -6% | 2% | -4%

33. CC(O)(c1ccc(F)c(F)c1)c1nc(/C=C/c2ccccc2)cs1 (configuration not stated)
34. CCN(CCNC(=O)CCCn1nc(C)n2c(cc3sccc32)c1=O)c1ccccc1
35. COc1ccc(-c2nc3ccccc3o2)cc1NC(=O)COc1ccc(C(C)(C)C)cc1
36. Cc1ccc(CNC(=O)c2ccc3c(c2)NC(=O)CS3)cc1
37. O=C(CN(C(=O)c1csnn1)c1cccc(F)c1)NCc1ccc(F)cc1
38. Cn1c(CN2CCOCC2)c(C#N)c2ccccc21
39. Cc1ccc(S(=O)(=O)N2CCN(Cc3ccccc3)CC2)s1
40. Nc1c(-c2ccc(Cl)cc2)cnc2c(-c3ccc(F)cc3)cnn12
compound no. | 33 | 34 | 35 | 36 | 37 | 38 | 39 | 40
Vif-APOBEC3F blk | nt | -1% | -5% | 2% | 10% | 6% | -2% | -5%
TrxR1 substrate | nt | -7%[57.1 µM] | 17% | -2% | 4%[57.1 µM] | 15% | 10% | 53%[activator]
mIDH1 inhibitor | nt | 15% | -14% | -4% | -11% | -1% | 7% | 2%
RXFP1 ag | nt | 8.7% | 0.2% | 0.5% | -0.6% | 0.8% | -0.7% | 0.0%
LDHA block | -3 | 3 | -1 | -2 | -4 | -11 | -1 | 0
PI4K2A block | -4 | 2 | 2 | -3 | -15 | 0 | -4 | -7
GRP78 ERSR act | -5% | 0% | 2% | -3% | -4% | -3% | 0% | -6%
USP1-UAF1 inh | nt | -12% | -10% | -24% | -2% | -6% | -6% | -18%
Vif-A3G inh | -12% | 4% | -4% | -9% | 0% | 0% | 2% | 1%

Compounds above with a thiophene ring, fused or not:
20. CCc1sc(C(=O)Nc2ccc(N3CCOCC3)cc2)cc1C
34. CCN(CCNC(=O)CCCn1nc(C)n2c(cc3sccc32)c1=O)c1ccccc1
39. Cc1ccc(S(=O)(=O)N2CCN(Cc3ccccc3)CC2)s1
compound no. | 20 | 34 | 39
Vif-APOBEC3F blk | -14% | -1% | -2%
TrxR1 substrate | -2% | -7%[57.1 µM] | 10%
mIDH1 inhibitor | 9% | 15% | 7%
RXFP1 ag | nt | 8.7% | -0.7%
LDHA block | 3 | 3 | -1
PI4K2A block | 1 | 2 | -4
GRP78 ERSR act | 3% | 0% | 0%
USP1-UAF1 inh | -8% | -12% | -6%
Vif-A3G inh | -1% | 4% | 2%

Compound activity (PubChem BioAssay)
